Assay outcomes: PubChem, National Center for Advancing Translational Sciences (NCATS)
FBPA coupling cs – qHTS Assay for Inhibitors of Fructose-1,6-bisphosphate Aldolase from Giardia Lamblia: Coupling assay counterscreen | coupling enzyme system counterscreen, AmpLite Red fluorescence | activity change, negative = inhibition, % at 58.2 µM, hits read low | 290,000 compounds, 0.67% hits | AID 2472, 2010; in the data active means activity change below about -30%; further: on the % scale 0 is the no-effect control and ±100 the full control effect
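Activity here indicates interference with the coupling reaction, not aldolase inhibition. Compounds at 57.5 uM final met coupling enzymes for 10 min at RT; substrate and AmpLite Red detection followed, with a 525/598 nm fluorescence read after 20 min.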
CXXC DNA block – qHTS Fluorescence Polarization Assay for Inhibitors of MLL CXXC domain - DNA interaction. Histone-lysine N-methyltransferase 2A (Homo sapiens), Q03164. MLL-CXXC / FITC-HOXA9 DNA fluorescence polarization. Potency, µM (series often up to 115 µM), for the others: at the top dose activity change, negative = inhibition, usual class: inhibitors. 290,000 compounds, 0.037% hits. AID 2662, 2010; active means well fitted inhibition curve with a large enough effect in the polarisation, with a control signal flat, not every such curve was filed as active; inconclusive means small, poorly fitted or top-dose-only effect, or effect the other way, or a change in a side signal; inactive means no such curve, though single readings can be large or run the other way; the % refers to the polarisation; further: potency means the concentration at half of the fitted maximal effect
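Fluorescence polarization: 7 uM MLL-CXXC (stock) preincubated 5 min with compounds, then 50 nM fluorescein-HOX-A9 DNA (stock) added; 30 min ambient. Buffer 50 mM Tris-HCl pH 7.5, 50 mM NaCl, 1 mM DTT, 0.05% BSA.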
B2AR arrestin – qHTS assay of beta-arrestin-biased ligands of beta2-adrenergic receptor. Beta-2 adrenergic receptor (Homo sapiens), P07550. beta-arrestin recruitment to beta2AR, cell-based reporter. Potency, µM (highest dose often 46.1 µM), for the others: at the top dose activation, hits mostly activators. 330,000 compounds, 0.02% hits. AID 492947, 2010;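 further: potency means the concentration at half of the fitted maximal effect; 0% = DMSO controls and full agonism = EC100 isoproterenol or metaproterenol; nearly all actives have a fitted effect of over 65% in size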
PKM2 activator – qHTS Assay for Activators of Human Muscle isoform 2 Pyruvate Kinase | Pyruvate kinase PKM (Homo sapiens), P14618 | purified PKM2, Kinase-Glo ATP luminescence, activation; response scale: 0% is enzyme alone, no compound | Potency, µM (titrated, usually from 57.5 µM), for the others: top-dose activation, most hits filed as activators | 260,000 compounds, 0.34% hits | AID 1631, 2009; further: potency means the concentration at half of the fitted maximal effect; on the % scale 0 is the no-effect control and ±100 the full control effect; nearly all actives have a fitted effect of over 55% in size
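Purified hPK-M2 (>95% pure) converted ADP (0.1 mM final) to ATP with 0.5 mM PEP in 50 mM imidazole pH7.2, KCl, MgCl2, Tween 20, BSA; 1 h at room temperature. ATP detected by Kinase-Glo luminescence.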
USP2a inh – qHTS Assay for Inhibitors of Ubiquitin-specific Protease USP2a Using CHOP2 as the Reporter. USP2 core, Ub-CHOP2 coupled fluorogenic reporter, 485/531. Potency, µM (doses to about 38.3 µM), for the others: at the top dose activity change, negative = inhibition, actives largely listed as inhibitors. 330,000 compounds, 0.01% hits. AID 463254, 2010;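 further: potency means the concentration at half of the fitted maximal effect; plate controls were DMSO wells for no effect and full inhibition by NEM control for full effect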
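Deubiquitinase activity read as fluorescence (485/531 nm) after Ub-CHOP2 cleavage activates the enterokinase reporter on its substrate; USP2 core 10nM, Ub-CHOP2 and substrate 25nM each, 30min compound preincubation then 60min RT; data normalized to NEM, curves fitted.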
GALK inhibitor – qHTS Assay for Inhibitors of Human Galactokinase (GALK) | P51570 | Purified GALK, Kinase-Glo residual ATP luminescence | Potency, µM (highest dose often 57.5 µM), for the others: at the top dose activity change, negative = inhibition, most hits filed as inhibitors | 270,000 compounds, 0.007% hits; further: potency means the concentration at half of the fitted maximal effect; on the % scale 0 is the no-effect control and ±100 the full control effect
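Quantitative HTS: GALK 5 nM, ATP 35 uM, galactose 100 uM, 1 h room temperature, then luciferase-based ATP detection.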
KCNH2 3.1 inh – qHTS for Inhibitors of KCHN2 3.1: Mutant qHTS. Potassium voltage-gated channel subfamily H member 2, brain isoform KCNH2 3.1 (human). U2OS KCNH2 3.1, thallium flux FluxOr; hits give low values. 340,000 compounds, 0.95% hits. AID 720553, 2013. activity change, % (tested at about 1.8 µM);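 active means maximum activity change below -70%; inconclusive means maximum activity change from -70% to -50%; inactive means maximum activity change above -50%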;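 further: thallium influx rate constant from kinetic fluorescence after stimulation buffer; on the % scale 0 is the no-effect control and ±100 the full control effect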
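U2OS cells transduced with KCNH2 3.1 mutant virus (1.77 x 10^8 /mL, 4 h), plated overnight at 37 C, loaded 45 min with FluxOr dye plus Red40 quencher. Thallium flux rate constant from kinetic reads after stimulation buffer, normalised to controls.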
Menin-MLL TR inh – qHTS Assay for Inhibitors Targeting the Menin-MLL Interaction in MLL Related Leukemias: Competition With Texas Red Labeled MLL-derived Mutant Peptide; O00255; Menin + Texas Red MLL mutant peptide, fluorescence polarization; Potency, µM (doses to about 61.6 µM), inactives show at the top dose FP activity change, negative = inhibition, usual class: inhibitors; 270,000 compounds, 0.23% hits; AID 1768, 2009; active means well fitted inhibition curve with a large enough effect in the polarisation, with a control signal flat, not every such curve was filed as active; inconclusive means small, poorly fitted or top-dose-only effect, or effect the other way, or a change in a side signal; inactive means no such curve, though single readings can be large or run the other way; the % refers to the polarisation; further: potency means the concentration at half of the fitted maximal effect; % of control where 0% means no effect; many of its hits are not listed in these tables
TRPV1 agonist – HTS Assay for Compounds that Act as Agonists of the Vanilloid Receptor 1. Transient receptor potential cation channel subfamily V member 1 (Homo sapiens), Q8NER1. TRPV1-expressing cells, Fluo-8 calcium influx, agonist mode. activation, % at 8.33 µM. 320,000 compounds, 0.19% hits. AID 540275, 2011; in the data active means activation above about 80%; inconclusive means between about 30% and that limit; further: 0% is about no effect
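TRPV1-expressing cells were cultured overnight at 35.5C and loaded with Fluo-8 calcium dye for 40 to 90 min at room temperature. After a 10 s baseline, compound was added and calcium influx was read kinetically for 3 min (ex 480/em 520 nm).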
Giardia killer – Small Molecules that selectively kill Giardia lamblia: qHTS | activity change, % at 7.66 µM, hits read low | Giardia lamblia trophozoite viability | 340,000 compounds, 0.15% hits | AID 540267, 2011; in the data active means activity change below about -80%; inconclusive means between about -30% and that limit;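 further: parasites exposed to compound for two days anaerobically before the ATP read; on the % scale 0 is the no-effect control and ±100 the full control effect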
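Luminescence from cellular ATP indicates surviving trophozoites (100 cells/well) following 48 hrs anaerobic compound treatment at 37 deg C; signal develops 15-30 min at room temperature.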
KCNH2 WT inh – qHTS for Inhibitors of KCHN2 3.1: Wildtype qHTS. activity change, % at 1.84 µM. U2OS, BacMam KCNH2, thallium flux FluxOr; hits give low values. 340,000 compounds, 0.37% hits;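 active means maximum activity change below -70%; inconclusive means maximum activity change between -70% and -50%; inactive means maximum activity change above -50%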; further: on the % scale 0 is the no-effect control and ±100 the full control effect
Target sequence (Q12809 whole entry, looked up): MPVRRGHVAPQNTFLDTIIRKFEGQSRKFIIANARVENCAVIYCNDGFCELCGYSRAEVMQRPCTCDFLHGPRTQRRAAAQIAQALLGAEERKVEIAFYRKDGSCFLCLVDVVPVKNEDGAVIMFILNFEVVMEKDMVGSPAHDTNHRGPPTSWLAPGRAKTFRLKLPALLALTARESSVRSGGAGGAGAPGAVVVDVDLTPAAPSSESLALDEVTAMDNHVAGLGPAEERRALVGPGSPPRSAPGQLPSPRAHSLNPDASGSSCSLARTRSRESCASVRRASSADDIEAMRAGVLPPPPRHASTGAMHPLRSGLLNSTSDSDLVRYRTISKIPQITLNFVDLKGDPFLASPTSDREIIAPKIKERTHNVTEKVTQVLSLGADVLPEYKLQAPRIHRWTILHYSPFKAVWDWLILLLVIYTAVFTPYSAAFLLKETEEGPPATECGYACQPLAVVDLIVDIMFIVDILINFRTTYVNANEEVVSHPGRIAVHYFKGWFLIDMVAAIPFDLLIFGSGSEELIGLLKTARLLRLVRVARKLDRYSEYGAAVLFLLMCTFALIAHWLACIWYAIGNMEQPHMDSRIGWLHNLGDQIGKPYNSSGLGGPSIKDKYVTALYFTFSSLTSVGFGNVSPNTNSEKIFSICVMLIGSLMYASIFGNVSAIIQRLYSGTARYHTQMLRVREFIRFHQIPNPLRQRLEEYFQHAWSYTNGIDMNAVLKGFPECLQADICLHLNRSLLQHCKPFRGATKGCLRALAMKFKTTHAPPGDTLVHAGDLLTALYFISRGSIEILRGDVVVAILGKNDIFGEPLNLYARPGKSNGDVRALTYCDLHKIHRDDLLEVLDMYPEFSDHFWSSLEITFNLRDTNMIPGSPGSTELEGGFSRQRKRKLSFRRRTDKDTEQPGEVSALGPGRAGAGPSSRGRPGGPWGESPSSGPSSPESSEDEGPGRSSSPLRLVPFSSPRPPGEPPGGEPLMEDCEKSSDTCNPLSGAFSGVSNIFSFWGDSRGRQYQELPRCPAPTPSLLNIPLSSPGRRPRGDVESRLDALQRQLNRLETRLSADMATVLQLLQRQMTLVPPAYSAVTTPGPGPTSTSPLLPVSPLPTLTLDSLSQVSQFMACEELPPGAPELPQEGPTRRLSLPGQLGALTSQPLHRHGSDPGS
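U2OS cells transduced with wild-type KCNH2 virus are loaded with FluxOr dye for 45 min, and thallium flux is measured in kinetic reads before and after stimulation buffer. Rate constants are normalized to DMSO controls.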
The depositor's hits bear a star; ? = inconclusive; . = no result given; [ ] = dose if it differs, or a comment. Unless noted, the call rests on the fitted dose curve; in most records, active means well fitted curve in the direction sought with a large enough effect; inconclusive means small, poorly fitted or top-dose-only effect, or another doubt; inactive means no such curve, though single readings can be large; an effect the other way counts as inactive or inconclusive. The list is partial; rates above refer to the full screens.

SMILES	FBPA coupling cs	CXXC DNA block	B2AR arrestin	PKM2 activator	USP2a inh	GALK inhibitor	KCNH2 3.1 inh	Menin-MLL TR inh	TRPV1 agonist	Giardia killer	KCNH2 WT inh
CCOc1ccccc1NC(=O)C(OC(=O)c1cc(C)oc1C)c1ccccc1 (stereo not given)	-4	3%	0.3%	0%	-10%	1%	-11	2%	26	-11	0
CCCCN(C(=O)CSc1nnc(-c2ccccc2OC)n1C)c1c(N)n(Cc2ccccc2)c(=O)[nH]c1=O	2	2%	0.1%	5%	1%	-1%	9	-2%	-3	9	.
O=c1cc(-c2ccc(O)c(O)c2)oc2cc(O)c(C3OC(CO)C(O)C(O)C3O)c(O)c12 (stereo not given)	-3	-11%	0.9%	9%	4%	-3%	16	?	-1	-8	3
Cc1ccccc1NC(=O)Cc1nnc(SCC(=O)N2CCOCC2)n1C	0	2%	4.4%	0%	1%	-1%	-2	0%	2	17	-18
CCOc1ccc(C(CC(=O)O)NC(=O)COc2ccccc2)cc1OC (stereo not given)	-1	-2%	-0.2%	-8%	4%	0%	18	2%	2	-6	-2
Cc1ccccc1C(=O)N1CCC(C(=O)N(C)CCOc2ccccc2)CC1	3	29%	-0.2%	-2%	1%	-2%	-5	-14%	1	11	0
COc1cc(/C=N/n2cnnc2)ccc1OCCSc1ccc(C)cc1	0	0%	-1.0%	-2%	3%	.	5	2%	2	-8	4
CN1C(=O)c2ccccc2NC(=O)[C@]12O[C@@H]2c1cccc(O)c1	1	?	-0.6%	-9%	14%	1%	5	.	2	29	-32
COc1ccc(-c2sc(NC(=O)c3ccc(C)cc3)nc2-c2ccc([N+](=O)[O-])cc2)cc1	-1	11%	-0.3%	-7%	1%	-1%	8	23%	5	6	-1
CCOc1ccc(NC(=O)CN2CCN(CC(=O)c3ccc(OC)c(OC)c3)CC2)cc1	2	4%	-0.1%	-4%	0%	-5%	-15	-4%	-2	-12	-11
CC(C)(C)C(=O)Nc1scc(-c2ccc(-c3ccccc3)cc2)c1C(=O)O	9	10%	0.1%	.	4%	-10%	-6	?	-1	-25	-1
Cc1occc1-c1nnc(SCC(N)=O)n1Cc1ccccc1	6	8%	0.1%	6%	2%	-1%	-6	.	-3	-10	-4
CCCCCCNC(=O)CCc1nc2cccnc2n1Cc1ccc(OC)cc1	-2	43%[activator]	0.4%	.	-1%	.	-29	?	13	-10	-5
Cc1ccc2nc(C)c(C(=O)N/N=C/c3ccccc3[N+](=O)[O-])cc2c1	2	1%	0.0%	10%	5%	1%	-27	-4%	2	14	-14
CC(=O)OC1CC2(C)/C(=N\O)CCC2C2CCc3cc(O)ccc3C12 (stereo not given)	2	-4%	-0.2%	.	0%	1%	29	15%	15	10	-6
CCOC(=O)C1CCN(C(=O)c2ccccc2NS(=O)(=O)c2ccc(F)c(F)c2)CC1	1	-3%	?	-1%	1%	0%	-4	-23%	3	6	5
CCCC(=O)Nc1cc(=O)[nH]c2ncnn12	-2	-5%	-0.8%	1%	3%	1%	9	-8%	-2	2	-13
O=C(/C=C/c1ccccc1Cl)NCCc1ccccc1	6	9%	-0.1%	1%	2%	0%	1	4%	?	-11	-6
CCN(CC)CCCN(C(=O)c1cccs1)c1nc(-c2ccc(OC)cc2)cs1	-1	-4%	0.5%	-3%	0%	2%	?	-4%	6	-12	27
COc1ccc(NC(=O)CSCC(=O)N=c2sccn2C)cc1	.	-1%	-0.6%	9%	0%	-3%	6	.	-3	15	-16
CCO[C@@H]1c2c(ccc3ccc(=O)oc23)OC(C)(C)[C@@H]1O	.	.	0.9%	.	0%	.	19	.	2	4	12
COC(=O)c1cccc(NC(=S)N2CCCCC2)c1	-4	3%	-0.5%	-4%	3%	-2%	-6	-6%	19	-3	12
Cc1ccc(NC(=S)NCc2cccs2)cc1	2	23%	0.3%	-3%	4%	1%	-4	12%	23	18	5
CCN(CC)CCCNC(=O)c1cc(Sc2nnc(C)s2)nc2ccccc12	-5	13%	-2.9%	-9%	0%	-1%	-8	-11%	-11	-8	51
O=C(COC(=O)c1ccc(Cl)c(S(=O)(=O)N2CCN(c3ccc(F)cc3)CC2)c1)Nc1cccc(Cl)c1	0	4%	-1.1%	0%	2%	0%	-82*	?	0	-1	-16

(further entries)
SMILES	FBPA coupling cs	CXXC DNA block	B2AR arrestin	PKM2 activator	USP2a inh	GALK inhibitor	KCNH2 3.1 inh	Menin-MLL TR inh	TRPV1 agonist	Giardia killer	KCNH2 WT inh
COC(=O)CSc1nc2ccccc2o1	6	-14%	-0.3%	-14%	0%	3%	-1	-13%	8	-4	0
Oc1ccccc1C=NC1=NN(c2cccc(C(F)(F)F)c2)CC1	0	?	1.0%	-4%	2%	-1%	-8	0%	0	8	-8
O=C(NCc1ccccc1)C1CCN(S(=O)(=O)c2cc([N+](=O)[O-])ccc2Cl)CC1	6	-9%	0.6%	-9%	-4%	1%	-3	8%	29	-5	2
O=C(COc1ccccc1)Nc1ccc2c(c1)Cc1cc(NC(=O)COc3ccccc3)ccc1-2	-5	14%	0.1%	14%	3%	1%	-8	-8%	-2	-3	-1
Nc1cccc2c1C(=O)N(CCOc1ccccc1F)C2=O	1	-28%	-0.3%	-6%	6%	4%	-17	7%	0	-18	-2
O=C(Nc1ccc2oc(-c3ccc(F)cc3)nc2c1)c1ccccc1F	3	-1%	-0.2%	-2%	-5%	-2%	-12	-18%	3	5	2
Cc1c(NC(=O)Cn2[nH]c(=O)c3ccccc3c2=O)c(=O)n(-c2ccccc2)n1C	4	-9%	0.2%	0%	5%	1%	-17	.	0	10	-9
CCOC(=O)c1c(NC(=O)CN2C(=O)NC3(CCCCC3)C2=O)sc(C)c1-c1ccc(C)cc1	-3	10%	-0.3%	-1%	0%	1%	-16	-3%	1	-7	0
COc1ccc(CCn2c(-c3ccco3)nc3nc4ccccc4nc32)cc1	-7	-5%	3.9%	-10%	-8%	0%	4	?	.	-5	-5
O=C(O)c1ccc(NC2=Nc3cccc4cccc2c34)cc1	-13	-10%	-0.4%	-3%	-3%	.	28	.	0	23	0
O=C(COC(=O)Cn1cnc2ccccc21)Nc1cc2c(cc1Cl)C(=O)c1ccccc1C2=O	-4	-11%	0.1%	-2%	-1%	2%	0	?	2	-29	9
O=C(CCSc1ccccc1)Nc1ccccc1C(=O)N1CCCC1	3	6%	-1.8%	1%	-2%	1%	-1	0%	-6	-8	-22
C=CCn1c(NCc2ccc(N(C)C)cc2)nc2ccccc21	-1	-2%	0.2%	2%	-2%	-2%	-1	-23%	8	-5	-1
C=CCNC(=O)c1ccc(CN2CCC(Cc3ccccc3)CC2)cc1	-1	1%	-1.0%	1%[11.5 µM]	0%	-1%	-19	-27%	5	11	64
Cc1[nH][nH]c(=O)c1C(c1ccc(-c2ccccc2C(=O)O)o1)c1c(C)[nH][nH]c1=O	-47*	?	-0.1%	-1%	0%	?	10	8%	-2	2	8
N#Cc1ccc(NC(=O)Nc2cccc(C#N)c2)cc1	-1	21%	-0.4%	-3%	-4%	2%	-3	?	?	5	-10
COC(=O)c1ccc2c(=O)n(CCCCCC(=O)N3CCN(c4ccccc4)CC3)c(=O)[nH]c2c1	2	-2%	0.1%	-2%	1%	3%	1	-6%	13	0	-8
Cc1ccc(S(=O)(=O)Nc2ccc(=O)n(Cc3ccc(Cl)c(Cl)c3)c2)cc1	0	-10%	-1.1%	-10%	-9%	-2%	-5	2%	-1	7	-24
Cc1nc2scc(C)n2c(=O)c1S(=O)(=O)NCCc1ccccc1	2	-2%	-0.7%	.	3%	1%	5	0%	10	0	-2
COc1ccc2c(c1)c(=O)c(C(=O)c1ccc(C)cc1)cn2CC(=O)Nc1ccc(F)cc1	-2	16%	-0.1%	2%	-2%	.	4	-8%	3	-21	25
Cc1nnc(SCC(=O)Nc2ccc(S(N)(=O)=O)cc2)n(N)c1=O	.	.	-0.2%	.	-2%	.	3	.	.	1	2
